M1 antagonist – blocks the rat M1 muscarinic receptor response to acetylcholine. P08482. CHO-M1 cells, Fluo-4 calcium, ACh EC80 antagonist mode; hits give low values. B-score at 10 µM. actives 3.4% (n = 64,000). AID 628;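 active = calcium fluorescence response, raw or row-and-column corrected B-score, differing from the plate sample mean either way at a set confidence level, mostly lower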
Target sequence (P08482 whole entry, looked up): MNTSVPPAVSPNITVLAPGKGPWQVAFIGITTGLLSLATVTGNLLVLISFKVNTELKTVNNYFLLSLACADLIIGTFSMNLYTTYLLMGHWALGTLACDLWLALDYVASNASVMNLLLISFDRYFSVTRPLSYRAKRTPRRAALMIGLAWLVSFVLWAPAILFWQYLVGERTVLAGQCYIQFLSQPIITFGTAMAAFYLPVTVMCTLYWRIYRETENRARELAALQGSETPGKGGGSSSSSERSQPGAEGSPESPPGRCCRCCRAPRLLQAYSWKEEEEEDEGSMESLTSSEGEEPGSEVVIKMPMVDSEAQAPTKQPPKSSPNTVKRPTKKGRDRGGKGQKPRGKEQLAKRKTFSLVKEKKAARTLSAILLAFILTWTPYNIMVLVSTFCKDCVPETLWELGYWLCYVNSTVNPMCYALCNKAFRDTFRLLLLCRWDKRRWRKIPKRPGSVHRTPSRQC
M1 ag – agonists of M1 muscarinic receptor | CHO-M1 cells, Fluo-4 calcium fluorescence, agonist mode; hits give high values | B-score at 10 µM | actives 3% (n = 64,000);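 active = fluorescence rise, raw or as B-score row- and column-corrected plate score, outside the 99.7% band of its plate's samples, either direction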
D1 allo mod – allosterically modulates the human D1 dopamine receptor | P21728 | HEK293 D1, CRE-luciferase, dopamine EC30 potentiation; actives deviate in either direction | B-score at 10 µM | actives 5.9% (n = 58,000) | AID 641;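 active = luminescence count or its row- and column-corrected plate score outside the 99.7% band of the plate's sample wells, on either side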
Ec RNAP inh – blocks E. coli RNA polymerase transcription. fluorescence transcription assay. actives 0.2% (n = 62,000). inhibition, %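 (tested at 10 µM)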; in the data active = inhibition above about 20%;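 also: 0% = enzyme without compound and 100% = no enzyme blank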
5HT1a ag – 5-HT1a (human) receptor agonism. actives 0.56% (n = 65,000). activation, % at 10 µM. CHO 5-HT1a Ga15 NFAT-bla reporter, FRET ratio; 0% basal, 100% maximal reference agonist. P08908;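 active = activation above the screen-wide mean activation plus 3 SD, cut at about 19% in these data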;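 also: 0% = DMSO wells and 100% = 5-CT at EC100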
Target sequence (P08908 whole entry, looked up): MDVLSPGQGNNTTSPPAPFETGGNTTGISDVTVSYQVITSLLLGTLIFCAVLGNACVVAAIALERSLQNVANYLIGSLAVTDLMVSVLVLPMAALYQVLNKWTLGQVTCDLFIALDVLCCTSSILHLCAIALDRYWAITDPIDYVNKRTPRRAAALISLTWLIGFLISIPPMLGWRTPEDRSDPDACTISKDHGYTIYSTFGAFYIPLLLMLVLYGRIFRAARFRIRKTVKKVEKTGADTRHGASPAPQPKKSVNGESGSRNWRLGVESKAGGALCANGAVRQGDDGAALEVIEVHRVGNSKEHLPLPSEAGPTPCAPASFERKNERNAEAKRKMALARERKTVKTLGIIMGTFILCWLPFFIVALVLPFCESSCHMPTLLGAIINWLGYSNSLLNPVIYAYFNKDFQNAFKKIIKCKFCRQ
NADH enzymes – inhibition of NAD/NADH coupling enzymes, library profiling; IC50, µM (series often up to 10 µM), inactives show at the top dose inhibition; coupled PK/LDH NADH assays, four targets; AID 774; actives 0.02% (n = 65,000);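 active = single-dose screening hits from any of four coupled enzyme assays that gave an IC50 when retested across doses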;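 also: the DPM-DC format reads NADH fluorescence rather than 340 nm absorbance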
Hsp90 inh – displaces geldanamycin probe from tumor Hsp90. NCI-N417 lysate Hsp90, Cy3B-geldanamycin FP displacement. inhibition, % at 30 µM. actives 0.35% (n = 64,000);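 active = inhibition above 50%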;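 also: 0% = tracer plus lysate wells and 100% = tracer alone without lysate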
Fluor 339 460 – intrinsic fluorescence of library compounds, ex339/em460 – biochemical, MLSMR library, data from DPM-DC assay, artefact control, profiling panel; compound autofluorescence, ex339/em460 nm, NADH buffer; hits give high values; 1 = no-compound wells, NADH background; fluorescence fold increase at 10 µM; actives 5.5% (n = 65,000); AID 709;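 active = at 10 µM, mean starting fluorescence two-fold or more over control wells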;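 also: signal is the first read of a kinetic run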
HER2 expr 66K – inhibitors of human Her2 kinase expression | SKBR-3 HER2 protein level, AlphaScreen, 18-24 h; hits give low values | actives 0.69% (n = 65,000) | AID 645 | HER2 level % of control, % at 10 µM;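 active = HER2 level under 5% of the carrier-only control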;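 also: 100% = DMSO carrier and 0% = 500 nM PU-H71 HSP90 inhibitor; lower value means stronger loss of Her2 protein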
* hit, by the source's call; . = no result given; [ ] = remark or other dose.

SMILES | M1 antagonist | M1 ag | D1 allo mod | Ec RNAP inh | 5HT1a ag | NADH enzymes | Hsp90 inh | Fluor 339 460 | HER2 expr 66K
COCCNC(=O)C(c1ccncc1)N(C(=O)Cn1nnc2ccccc21)c1ccc(OC)cc1 (centres undefined) | -0.13 | 0.0039 | -0.35 | 10 | -2.1 | 2% | 18 | 1 | 87
Cc1occc1C(=O)NC(C)C(C)(C)C (centres undefined) | 0.97 | -0.27 | -0.14 | . | -3.1 | 8% | 80* | 1.1 | 94
COCc1[nH]nc2c1C(c1ccsc1)C(C#N)=C(N)O2 (centres undefined) | -2.7* | -0.019 | -0.46 | 7 | -2.4 | 5% | -5 | 1 | 108
CCN(Cc1nc2ccccc2c(=O)[nH]1)Cc1cc(=O)oc2cc(C)c(C)cc12 | 0.24 | 5.1 | -2.9* | 5 | -0.4 | 4% | 0 | 1 | 93
CCN(CC)S(=O)(=O)c1ccc2c(c1)c(=O)c(C(=O)NCCOC)cn2C | 1.6 | -0.89 | 0.027 | -1 | -1.4 | 4% | 1 | 1 | 105
Cc1c2cn[nH]c(=O)c2c(C)n1Cc1ccc(F)cc1 | 0.92 | 0.27 | . | 12 | -2.0 | 4% | -6 | 1.2 | 100
CCc1cc2c(NCCC(=O)O)nc(C)nc2s1 | 0.11 | 0.21 | -0.91 | -16 | -0.1 | 2% | 0 | 1.5 | 89
C=CCSc1nnc2c(n1)OC=Nc1ccc(Br)cc1-2 | -0.29 | -0.0062 | -0.27 | . | -3.5 | 3% | -7 | 1.1 | 89
CCc1ccc(C2CC(c3ccccc3)n3ncnc3N2)cc1 (centres undefined) | 0.092 | -1.4 | 0.41 | 0 | . | 2% | -4 | 1 | 95
O=C1CC(c2ccncc2)c2cc3c(cc2N1)OCCO3 (centres undefined) | 0.027 | -0.8 | 1.1 | 11 | -0.3 | 6% | -3 | 1.1 | 87
O=C(COCCOCC(=O)N(c1ccccn1)C1CCCCC1)N(c1ccccn1)C1CCCCC1 | 0.32 | 0.049 | -0.53 | 3 | 1.6 | 4% | . | 1.1 | 128
CCN(CC)S(=O)(=O)c1ccc(NCc2ccccc2)nc1 | -0.017 | 0.4 | 1.1 | 2 | -0.9 | 8% | -2 | 1.2 | 60
O=C(NCc1nnc2n1CCCCC2)c1ccc(Cl)cc1Cl | 0.065 | 0.76 | 0.63 | 10 | 0.0 | 3% | 3 | 1.1 | 107
O=S(=O)(NC1CC1)c1ccc(S(=O)(=O)N2CCc3ccccc32)cc1 | -0.4 | 1.4 | -0.82 | 4 | -4.3 | 3% | -4 | 1.1 | 84
CSCCC(NC(=O)c1cncc(Br)c1)C(=O)O (centres undefined) | 0.02 | -1.6 | -0.52 | 4 | -0.4 | 2% | -7 | 1.1 | 93
CCCCC(NC(C)=O)c1nc2ccccc2[nH]1 (centres undefined) | -0.036 | 0.034 | -0.62 | 11 | -1.6 | 3% | -2 | 1.1 | 54
Cc1ccc(-c2nnc(N3CCN(S(C)(=O)=O)CC3)c3ccccc23)cc1 | -0.59 | 1.3 | -0.74 | 4 | -3.6 | 0% | -5 | 1.1 | 108
CC(C)(C)C1(C)OC(C(N)=O)C(C(N)=O)O1 (centres undefined) | 0.17 | -0.66 | -0.28 | 9 | -1.7 | 8% | -2 | 1.1 | 116
Cc1cccc(-c2c3c(=O)n(C)c(=O)n(C)c3c3c(C)cc(C)nn23)c1 | 0.53 | 0.18 | 3.6* | 10 | 0.1 | 7% | 3 | 1.1 | 107
S=c1nc(-c2ccccc2)n(Cc2ccco2)c2c1CCCC2 | -0.7 | 0.35 | 0.068 | 0 | -0.9 | 1% | -2 | 1 | 87
Cc1cc(NC(=O)CSc2ncnc3ccccc23)no1 | 0.94 | -0.3 | -0.22 | 4 | -4.4 | 3% | -2 | 1.1 | 91
CCOC(=O)N1CCN(c2nc3ccccc3nc2C(C#N)C(=O)NCCc2ccccc2)CC1 (centres undefined) | -0.62 | 22* | -0.035 | 2 | -3.8 | 2% | -1 | 1.5 | 87
COc1ccc(OC)c(S(=O)(=O)Nc2cc(Cl)cc(Cl)c2)c1 | -0.71 | -0.46 | . | 5 | 1.1 | 1% | 0 | 1.1 | 201
COc1cccc(NS(=O)(=O)c2cc(C)sc2C)c1 | 0.24 | -1 | -0.35 | 9 | -0.6 | 3% | -1 | 1 | 112
Nc1nonc1N1CCCCC1 | -2 | -0.33 | 0.46 | 8 | 1.2 | 3% | 72* | 1 | 110
Cn1c(-n2c(CCCN3C(=O)c4ccccc4C3=O)nc3ccccc3c2=O)nc2ccccc21 | -0.47 | -0.66 | -0.6 | 4 | 0.5 | 5% | -5 | 1.1 | 77
COCCOC(=O)C1=C(C)NC2=C(C(=O)CC(C)(C)C2)C1c1cccnc1 (centres undefined) | 1.4 | 0.46 | -0.59 | . | 1.2 | 11%[fluoresces] | 3 | 3.8* | 111
COc1ccc(C(NC(=O)c2ccco2)c2ccc(OC)c(OC)c2)cc1OC | 0.43 | 0.071 | 2.1 | -9 | -2.6 | 6% | 1 | 1.2 | 93
CCCCN(CCCC)S(=O)(=O)c1ccc(OC)c2ncccc12 | -0.033 | 0.36 | -0.073 | 11 | 1.0 | 1% | -3 | 1.2 | 63
Clc1ccc(Cn2cc(/C=N/n3cnnc3)c3ccccc32)cc1 | 0.15 | -0.44 | -1.1 | 3 | -2.8 | 5% | . | 1.1 | 52
O=C(NC1CCCCCC1)c1nnc(Cc2ccc(Cl)cc2)o1 | 0.84 | -0.051 | 1.1 | 4 | -1.8 | 1% | -4 | 1.1 | 84
COc1cc2nc(CN3C(=O)c4ccccc4C3=O)oc(=O)c2cc1OC | 1.9 | -0.045 | 1.9 | -4 | -1.4 | 0% | 2 | 1.1 | 132
CCCCNC(=O)c1cn(C)c2ccc(S(=O)(=O)N3CCOCC3)cc2c1=O | 0.44 | -0.078 | -0.39 | 1 | 0.8 | 5% | -7 | 1.2 | 96
O=c1cc(-c2ccccc2)nc2nc(-c3ccco3)[nH]n12 | 0.21 | -0.87 | -1.8 | -1 | -4.1 | 0% | -8 | 1.2 | 95
Cc1oc2c(c1C(=O)NCc1cc(C(=O)O)co1)CCCC2 | 0.12 | -0.19 | -1 | -1 | -2.0 | 4% | -7 | 1.1 | 87
O=S(=O)(c1ccc(-c2nnc(SCc3ccccc3)o2)cc1)N1CCCC1 | 0.51 | -0.5 | 1.2 | 12 | -4.0 | 11% | 2 | 1.1 | 68
Cc1ccc(C)c2[nH]c(=O)c(CCNC(=O)c3ccc(Br)o3)cc12 | 0.26 | 0.65 | 1.5 | 10 | -3.0 | 5% | -3 | 1.3 | 78
Cc1cc(OCCCn2ccnc2)cc(C)c1Cl | -0.56 | 0.047 | -0.13 | 7 | -3.5 | 0% | 2 | 1.1 | 75
COC(=O)c1ccc(NC(=O)CN2C(=O)CSC2=O)cc1 | 0.031 | 0.033 | 0.23 | 5 | -2.3 | 5% | -3 | 1 | 100
O=C(c1c[nH]c2ccc(S(=O)(=O)N3CCC4(CC3)OCCO4)cc2c1=O)N1CCOCC1 | 0.74 | 1.7 | . | -2 | 15 | 9%[fluoresces] | -2 | 2.1* | 103
N#Cc1cc2c(nc1SCC(=O)N1CCCCC1)CCCCC2 | -0.59 | 0 | 3.8* | 3 | 1.3 | 1% | -6 | 1.1 | 96
CCOc1ccc2nc(NC(=O)CSC3=NCCS3)sc2c1 | -0.91 | -0.36 | -0.019 | 3 | -1.0 | 4% | -3 | 1 | 88
Cn1c[n+](C)cc1/C=N/O | 0.2 | 0.011 | -0.49 | 16 | -2.8 | 3% | 0 | 1.1 | 98
CCN(CC)CCN1C(=O)C(O)=C(C(=O)c2cccs2)C1c1ccccn1 (centres undefined) | 0.022 | -0.0023 | -0.7 | 6 | 0.2 | 3% | -3 | 1 | 89
CCC(C)(C)n1nnnc1C(CC(C)C)N1CCC(C(N)=O)CC1 (centres undefined) | 0.43 | -0.65 | 0.47 | 7 | -0.2 | 10% | -1 | 0.99 | 81

In another format: results already given
Each structure is followed by: M1 antagonist, M1 ag, D1 allo mod, Ec RNAP inh, 5HT1a ag, NADH enzymes, Hsp90 inh, Fluor 339 460, HER2 expr 66K
> N#Cc1cc2c(nc1SCC(=O)N1CCCCC1)CCCCC2
    -0.59, 0, 3.8*, 3, 1.3, 1%, -6, 1.1, 96
> CCC(C)(C)n1nnnc1C(CC(C)C)N1CCC(C(N)=O)CC1 (centres undefined)
    0.43, -0.65, 0.47, 7, -0.2, 10%, -1, 0.99, 81
> Cc1cccc(-c2c3c(=O)n(C)c(=O)n(C)c3c3c(C)cc(C)nn23)c1
    0.53, 0.18, 3.6*, 10, 0.1, 7%, 3, 1.1, 107
> O=S(=O)(c1ccc(-c2nnc(SCc3ccccc3)o2)cc1)N1CCCC1
    0.51, -0.5, 1.2, 12, -4.0, 11%, 2, 1.1, 68

More compounds follow:
SMILES | M1 antagonist | M1 ag | D1 allo mod | Ec RNAP inh | 5HT1a ag | NADH enzymes | Hsp90 inh | Fluor 339 460 | HER2 expr 66K
OC(COc1ccc(Br)cc1)CN1CCOCC1 (centres undefined) | 0.43 | -1.1 | -0.021 | 0 | -0.7 | 5% | -3 | 1.1 | 79
CCOC(=O)c1ccc(NC(=O)NCc2ccn(CC)n2)cc1 | -0.074 | -0.64 | -0.48 | 2 | 1.2 | 2% | -1 | 1.1 | 81
COc1ccc(CN2CCCCC2C)c(C)c1C (centres undefined) | -1.3 | 1.1 | -1.4 | 1 | -2.4 | 6% | -1 | 1.1 | 93
CCC(Sc1ccc2nnc(-c3ccc(F)cc3)n2n1)C(=O)O (centres undefined) | 0.48 | -0.22 | -0.18 | 7 | -1.2 | 12% | -2 | 2* | 109
COc1ccc(CCNC2CC(=O)N(CCc3ccc(OC)c(OC)c3)C2=O)cc1OC (centres undefined) | 0.71 | -0.68 | -1.8 | 3 | -3.3 | 11% | 0 | 1.1 | 113
N#Cc1nc(Cc2cccc3ccccc23)oc1NCc1ccc2c(c1)OCO2 | 0.082 | 0.41 | -0.39 | 9 | -0.9 | 5% | -4 | 1.1 | 120
CC(C(=O)N1CCCCC1)n1sc2ccccc2c1=O (centres undefined) | -0.28 | 0.19 | -0.43 | 0 | -3.2 | 3% | -5 | 1 | 126
CCOCc1nnc(NC(=O)CCc2ccccc2)s1 | 1.7 | -0.11 | 0.26 | 6 | 0.8 | 0% | -6 | 1.1 | 108
Cc1ccc(-n2c(CSc3nc(C)cc(C)n3)nnc2SCC(=O)NCc2ccco2)cc1 | 0.5 | -0.34 | 1.7 | 2 | -0.2 | 11% | -6 | 1.1 | 57
CC(=O)c1cc(CN2CCCCC2)cc(OC(C)C)c1 | 0.51 | 0.077 | . | 6 | 1.5 | 4% | -5 | 1 | 98
CN(C)Cc1cc(C(C)(C)C)c(O)c(C(C)(C)C)c1 | 0.38 | 0.25 | -0.39 | 5 | -2.4 | 5% | -1 | 1 | 75
O=C(CCCn1c(=O)c2sccc2n(CC(=O)OCc2ccccc2)c1=O)NCc1ccco1 | -1.4 | 4.7* | -0.34 | 5 | 1.2 | 6% | -5 | 1.1 | 81
CCOC(=O)c1oc2ccc(S(=O)(=O)n3nc(-c4ccc(OC)cc4)cc3N)cc2c1C | 0.43 | 1.6 | 0.59 | 2 | -1.9 | 7% | -1 | 0.97 | 70
CCCC(=O)Nc1nnc(-c2cccc(OCC)c2)s1 | -0.21 | 0.49 | -0.78 | -2 | -0.8 | 5% | -4 | 1.9 | 90
O=C(CS(=O)(=O)c1cn(Cc2ccc(F)cc2)c2ccccc12)N1CCCCC1 | -0.28 | 0.011 | -0.74 | 8 | 0.7 | 2% | -6 | 1 | .
CCn1ccnc1C(O)c1ccc(N(C)C)cc1 (centres undefined) | -0.33 | 0.46 | . | 8 | -1.5 | 9% | -2 | 1.1 | 68
N#CC1=C(N)N(c2ccccc2)C2=C(C(=O)CCC2)C1c1cccs1 (centres undefined) | -0.16 | -0.59 | 3.2* | -2 | -3.3 | 1% | -17 | 1.1 | 90
CCn1c(-c2ccco2)nc2ccccc21 | -0.6 | 1.8 | -0.49 | 2 | -2.1 | 3% | -5 | 1.3 | 51
